Screens: PubChem BioAssay, Broad Institute
C2C12 statin: suppression of simvastatin myotoxicity; 0.78% of 330,000 active; rescue of ATP level, % at 7.49 µM; C2C12 myotubes + simvastatin, ATP luminescence, 48 h; scaled: DMSO 0, geranylgeraniol control 100;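 active = mean ATP rescue above about 67%, or every replicate alone reaching that limit, limit read from the data, passing the limit was not always enough; inconclusive = no clear call, values can overlap the other calls; inactive = mean under the limit and some replicate under it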;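 note: myotubes were challenged with 10 µM simvastatin during compound exposure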
PglD inh: inhibitors of Campylobacter jejuni PglD acetyltransferase; purified PglD enzyme, DTNB colorimetric CoA detection; inhibition, % at 12.5 µM; 0.098% of 360,000 active; AID 602405; in the data active = inhibition above about 16%, passing the limit was not always enough; inconclusive = no clear call, values can overlap the other calls; note: strong numbers were not always called active
DENV2 CPE rescue: DENV2-induced cell death inhibition; DENV2-infected cells, cytopathic effect rescue, plate reader; CPE inhibition, % at 9.99 µM; 1.7% of 350,000 active; AID 651640; in the data active = CPE inhibition above about 20%, passing the limit was not always enough; inconclusive = no clear call, values can overlap the other calls; tested in BHK-21 cells;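 note: 0% = median of neutral control wells and 100% = median of positive control wells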
SIRT5 block: inhibitors of human sirtuin-5 desuccinylase. AID 652115. Q9NXA8. inhibition, % at 15 µM. 1.1% of 330,000 active. Purified SirT5, succinyl-peptide AMC, trypsin-coupled fluorescence; in the data active = inhibition above about 15%; inconclusive = no clear call, values can overlap the other calls
Target sequence (Q9NXA8 whole entry, looked up): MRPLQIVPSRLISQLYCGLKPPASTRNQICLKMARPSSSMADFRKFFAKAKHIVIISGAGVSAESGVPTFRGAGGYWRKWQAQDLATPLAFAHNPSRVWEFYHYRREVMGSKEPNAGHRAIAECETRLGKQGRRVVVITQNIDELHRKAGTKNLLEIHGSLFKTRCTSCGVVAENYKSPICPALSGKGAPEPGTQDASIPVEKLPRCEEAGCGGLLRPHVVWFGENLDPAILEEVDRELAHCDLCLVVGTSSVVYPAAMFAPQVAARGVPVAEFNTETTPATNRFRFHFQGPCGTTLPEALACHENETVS
S100A4 MyoIIA: blocks human S100A4 binding to myosin IIA peptide | S100A4/TAMRA-MyoIIA peptide fluorescence polarization | inhibition, % at 10.7 µM | 0.14% of 360,000 active;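 active = mean inhibition of at least 70% across replicates, with every replicate also reaching that level; inconclusive = mean inhibition reaches 70% but some replicates fall short; inactive = mean inhibition below 70%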
Target sequence (P26447 whole entry, looked up): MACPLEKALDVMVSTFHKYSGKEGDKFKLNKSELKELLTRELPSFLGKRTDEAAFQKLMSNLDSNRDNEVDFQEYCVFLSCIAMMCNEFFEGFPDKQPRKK
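Material: S100A4 monomer protein / Buffer or medium: 50 mM HEPES pH 7.2, 10 mM CaCl2, 100 mM KCl / Times: 5 min incubation before reading / Benchmarks: neutral control DMSO, positive control TFP / Reagent: labelled myosin peptide probe, 5 nM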
ERp5 inh: inhibitors of human ERp5. Q15084. ERp5 insulin aggregation, absorbance 650 nm, 90 min. inhibition, % at 9.99 µM. 0.05% of 350,000 active;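 active = mean replicate inhibition above about 25%, with every replicate also reaching it, limit read from the data, passing the limit was not always enough; inconclusive = only one of those two criteria met; inactive = neither criterion met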
Target sequence (Q15084 whole entry, looked up): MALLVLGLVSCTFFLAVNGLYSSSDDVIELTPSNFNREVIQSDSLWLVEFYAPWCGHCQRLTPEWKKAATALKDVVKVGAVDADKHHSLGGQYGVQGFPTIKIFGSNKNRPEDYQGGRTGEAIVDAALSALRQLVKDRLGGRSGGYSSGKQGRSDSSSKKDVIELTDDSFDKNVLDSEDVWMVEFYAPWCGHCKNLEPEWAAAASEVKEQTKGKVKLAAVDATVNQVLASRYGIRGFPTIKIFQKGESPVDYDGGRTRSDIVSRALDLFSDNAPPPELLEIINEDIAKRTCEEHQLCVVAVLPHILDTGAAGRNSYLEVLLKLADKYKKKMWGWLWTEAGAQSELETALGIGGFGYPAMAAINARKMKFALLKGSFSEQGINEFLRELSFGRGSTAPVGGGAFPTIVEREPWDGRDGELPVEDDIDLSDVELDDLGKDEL
E-selectin induc: E-selectin induction on HUVECs; P16581; HUVEC E-selectin immunofluorescence imaging; normalized: neutral wells 0, TNF-alpha wells 100; activation, % at 7.58 µM; 0.37% of 260,000 active; AID 686992;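 active = mean E-selectin-positive cell signal at least 10% of the positive control, reached in at least 60% of replicates, without over 20% cell loss; inconclusive = no rule given, readout overlaps actives, possibly toxicity-flagged; inactive = the rest, including those meeting only one limit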;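 note: in these data hits start at about 27%; measured in HUVEC primary endothelial cells; signal is the percent of cells scored E-selectin positive by PE staining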
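material = human umbilical vein endothelial cells (HUVEC), E-selectin induction | quantity = 3,000 cells/well | medium = EGM-2 growth medium on 0.1% gelatin-coated wells | technique = immunofluorescence imaging | read-out basis = % PE-positive cells | control set = TNF-alpha positive control, DMSO neutral control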
Starred values were filed as active, the others as inactive; ? = inconclusive; nt = no result given. The list is partial; rates above refer to the full screens.

Values in the order: C2C12 statin, PglD inh, DENV2 CPE rescue, SIRT5 block, S100A4 MyoIIA, ERp5 inh, E-selectin induc
- O=C(Cc1ccccc1)N1CC2(C1)[C@@H](c1ccccc1)[C@H](CO)N2S(=O)(=O)Cc1ccccc1
    nt, nt, 43*, nt, -2, 0, -0.5
- CN(CCCOc1ccccc1Br)Cc1ccccc1
    nt, nt, -5, -2, -3, -2, nt
- Cc1ccccc1-c1ccc2c(c1)O[C@H](CN(C)C(=O)Nc1ccc(C(F)(F)F)cc1)[C@@H](C)CN([C@H](C)CO)S2(=O)=O
    -125, 1, ?, 2, -4, -4, -0.1
- O=C1CCCc2c1nc(-c1ccccc1)n2O
    nt, nt, -9, 6, -1, 2, nt
- CCn1c(SCC(=O)Nc2cc(C)on2)nc2sc3c(c2c1=O)CCCC3
    25, -3, 1, -10, -6, 2, nt
- O=C(O)c1ccc2c(c1)C(=O)N(c1cccc3ccccc13)C2=O
    -2, 0, -1, 0, -36, 2, 0.2
- CCOC(=O)C1=C(CN2CCN(C(=O)c3ccco3)CC2)NC(=O)NC1c1ccc(OC)cc1 (configuration not stated)
    5, 4, -4, 1, -4, -3, nt
- Cn1cccc1C(=O)C(=O)Nc1ccccc1C(F)(F)F
    nt, nt, 0, -4, -5, -1, 3.0
- Cc1ccc(C(C)C)c(OCC(=O)NNC(=O)Cc2ccc(S(=O)(=O)N3CCOCC3)s2)c1
    7, 8, -7, 0, -9, 3, -0.1
- CCC(=O)N1CC2(C1)[C@@H](c1ccc(-c3cccc(OC)c3)cc1)[C@@H](CO)N2C(C)=O
    nt, nt, 1, 1, 5, 3, 0.3
- COc1ccc(NC(=O)Nc2ccc3c(c2)[C@@H]2C[C@H](CC(=O)N4CCN(C)CC4)O[C@H](CO)[C@@H]2O3)cc1
    2, -1, -5, -5, 19, 2, 0.1
- CC(=O)N1CCCCN2[C@H](C1)[C@H](c1ccc(-c3ccccc3)cc1)[C@@H]2CO
    -16, 1, 7, 5, -9, 1, 0.2
- CCCCC(OC(=O)c1ccco1)C(=O)NCc1ccc(C)cc1 (configuration not stated)
    -4, 1, -2, 10, -5, 3, nt
- C[C@H]1CN([C@@H](C)CO)C(=O)c2cc(NS(=O)(=O)c3ccc(F)cc3)ccc2O[C@H]1CN(C)Cc1ccc(C(=O)O)cc1
    nt, 5, -5, -5, 14, 0, 12
- Cc1ccc(NC(=O)/C(=C\c2ccccc2)NC(=O)c2ccco2)cc1
    nt, nt, -1, -2, -2, -3, nt
- COc1ccccc1N1CCN(C(=O)c2onc(C)c2Cl)CC1
    -3, 0, 9, -1, -5, 7, 0.6
- CO[C@H]1CN(C)C(=O)c2cc(NC(=O)C3CC3)ccc2OC[C@@H](C)N(C(=O)c2ccncc2)C[C@@H]1C
    12, 1, -11, -2, -2, 0, -0.3
- O=C(C1CCCCC1)N1[C@H](CO)[C@@H]2c3ccccc3N(S(=O)(=O)c3ccccc3)C[C@@H]21
    -28, 4, 8, 0, 3, 7, -0.1
- Oc1cc(NCCN2CCOCC2)cc2cccnc12
    -1, 1, -4, -3, 11, -3, -0.3
- COCC(=O)N1[C@@H](CO)[C@@H]2c3ccccc3NC[C@@H]21
    0, 2, -2, -3, 12, 1, 0.3
- CN(C)c1ccc(N=Nc2ccc(S(N)(=O)=O)cc2)cc1
    -13, -5, ?, 1, -1, 5, nt
- O=C(NCCc1ccc2c(c1)OCO2)C1CCN(S(=O)(=O)c2ccc(Cl)cc2)CC1
    8, 0, 0, 0, ?, 3, nt
- O=C(NCc1nc2ccccc2[nH]1)C1=C[C@H](c2ccc(Br)cc2)C[C@H](OCc2ccc(CO)cc2)O1
    9, 3, -5, nt, 3, -1, 0.4
- O=c1oc2cc(OCCO)ccc2c2c1CCCC2
    3, 0, -3, -19, -3, 0, nt
- COc1ccc(/C=N/NC(=O)Cn2cc(C(F)(F)F)ccc2=O)cc1
    8, nt, 5, -2, -1, -7, nt
- O=C(Nc1cccc(-c2cn3cccnc3n2)c1)Nc1ccccc1F
    -8, 2, nt, -3, -7, 0, nt
- CCc1cc2cc(C)ccc2nc1SCC(=O)N1CC(=O)Nc2ccccc21
    44, 2, 2, -3, -3, 1, nt
- O=C(Nc1cc(S(=O)(=O)N2CCOCC2)ccc1N1CCOCC1)c1cc(=O)[nH]c2ccccc12
    nt, nt, -4, nt, 0, -1, nt
- O=C1COc2ccc(C(=O)COC(=O)CNC(=O)c3ccco3)cc2N1
    nt, nt, 6, 1, -4, -2, 2.1
- CCn1c(SCC(=O)NCCc2ccc(F)cc2)nnc1-c1cccs1
    nt, -1, nt, -3, -2, 2, nt
- N#C[C@@H]1[C@H](c2ccc(C3=CCCCC3)cc2)[C@H](CO)N1C(=O)Nc1ccccc1F
    5, 1, 10, 4, -3, -3, -0.1
- CC[C@H]1OC(=O)[C@H](C)[C@@H](O[C@H]2C[C@@](C)(OC)[C@@H](O)[C@H](C)O2)[C@H](C)[C@@H](O[C@@H]2O[C@H](C)C[C@H](N(C)C)[C@H]2O)[C@](C)(O)C[C@@H](C)[C@@H]2N[C@@H](COCCOC)O[C@H]([C@H]2C)[C@]1(C)O
    5, -1, -4, -10, 10, -1, 2.8
- COCCCNC(=O)C1CC(=O)N(C2CCCC2)C1 (configuration not stated)
    8, -5, 12, -2, 7, 13, nt
- COc1cccc(S(=O)(=O)N[C@@H]2C=C[C@@H](CC(=O)NCc3ccccc3)O[C@@H]2CO)c1
    1, -1, -9, -2, 3, 2, 0.3
- CCOC(=O)C1=CN2CCC[C@H]2CC1=O
    -13, 0, 63*, nt, 0, 0, 0.1
- Cn1c(=O)c2c(nc(NCCNC(=O)c3ccco3)n2Cc2ccccc2F)n(C)c1=O
    14, 6, -5, -3, -3, 3, nt
- COc1cc2c(C(F)(F)F)c(-c3ccc(C#N)cc3)oc(=O)c2cc1OC
    -8, -2, 0, nt, -5, 1, 0.0
- O=C(c1ccc(Cl)cc1Cl)N1CCN(c2ccc(N3CCOCC3)nn2)CC1
    8, 8, 4, -14, 17, -4, nt
- COc1ccc(S(=O)(=O)N2CCC(N3CCN(c4ccccc4OC)CC3)CC2)cc1
    32, 0, 11, -2, 2, -7, -0.3
- CC(C)c1ccc(C(=O)NCCCN2CCOCC2)cc1
    1, 2, -5, -1, -3, -13, 0.5
- COc1ccc(S(=O)(=O)NCc2ccccn2)cc1OC
    4, -2, 2, -3, 8, 4, nt
- O=C(C(=O)N1CCC(CNS(=O)(=O)c2ccc(C(F)(F)F)cc2)CC1)c1cccs1
    nt, nt, -5, nt, -2, -20, 0.0
- CCOC(=O)C1CCN(CC(C)(C)NS(=O)(=O)c2ccc(Cl)cc2)CC1
    -18, -3, 1, -2, -18, 0, 11
- C[C@@H]1CN([C@@H](C)CO)C(=O)c2cc(NS(C)(=O)=O)ccc2O[C@@H](C)CCCCO[C@@H]1CN(C)C(=O)Nc1ccc(C(F)(F)F)cc1
    nt, nt, 46*, 3, 0, 1, 0.1
- O=C(C[C@@H]1CC[C@@H]2[C@H](COC[C@H](O)CN2Cc2ccc(C(F)(F)F)cc2)O1)N1CCc2ccccc2C1
    43, -2, 0, 5, -6, -3, -0.1
- O=C(O)CNC(=O)c1ccc(NC(=O)/C(=C/c2ccccc2)NC(=O)c2ccccc2Br)cc1
    -2, -1, 6, -8, 1, 2, nt
- COc1ccc(CCNC(=O)C/C(C)=N/NC(=O)c2cnccn2)cc1
    3, 2, 11, -2, 7, nt, nt
- O=C(Nc1ncc2c(n1)CC(c1ccco1)CC2=O)c1ccco1 (configuration not stated)
    nt, 2, 0, nt, -4, 1, 0.3
- O=C(Nc1ccc(N2CCCCC2)cc1)c1cc([N+](=O)[O-])cc([N+](=O)[O-])c1
    2, 16, nt, 0, -2, 4, nt
- Cn1ccc2c(N3CCCCC3)cc3c(c21)C1CCC3O1 (configuration not stated)
    1, 6, 8, -3, -17, -1, -1.3

Next part:
Values in the order: C2C12 statin, PglD inh, DENV2 CPE rescue, SIRT5 block, S100A4 MyoIIA, ERp5 inh, E-selectin induc
- CCOC(=O)c1[nH]c(C)c(/C(O)=C2\C(=O)C(=O)N(CCN3CCOCC3)C2c2ccco2)c1C (configuration not stated)
    0, -9, -5, -1, -24, 5, nt
- CO[C@H]1CN(C)C(=O)c2ccc(NS(=O)(=O)c3cn(C)cn3)cc2OC[C@@H](C)N(CC2CC2)C[C@H]1C
    -1, 2, 3, 10, -2, 0, 0.1
- CC(=O)N1CCOc2ccc(S(=O)(=O)N3CCC(C(=O)Nc4ccc(C)c(C)c4)CC3)cc21
    -4, -7, -3, 2, -2, nt, nt
- Cc1ccc2ccccc2c1C(O)c1ncc(-c2ccccc2)[nH]1 (configuration not stated)
    16, -3, 0, nt, 1, -12, -0.3
- CCc1ccc(CN2C(=O)CCC2(C)C(=O)NC2CCCC2)cc1 (configuration not stated)
    -9, 9, nt, nt, nt, nt, 1.4
- CCc1cc(C(=O)N2CCN(C(=O)c3ccco3)CC2)sc1C
    2, 1, nt, 2, 0, 6, 0.0
- O=S(=O)(CCc1nc2ccccc2[nH]1)c1ccc(Cl)cc1
    nt, -6, -2, -6, -4, 1, 0.0
- Cc1ccc(/C=C2\C(=O)ON=C2c2ccccc2)o1
    nt, nt, -5, 15*, -14, -2, nt
- COc1ccc2c3c(n(C)c2c1)[C@H](CO)N(C(=O)Cc1ccccc1)CC31CCN(C)CC1
    nt, nt, -7, nt, 4, 7, -0.2
- C[C@@H]1CN([C@@H](C)CO)C(=O)c2cccc(NS(=O)(=O)c3ccc(Cl)cc3)c2O[C@H]1CN(C)Cc1ccncc1
    9, 1, ?, 1, -3, 0, 1.3
- O=C(NCCCN1CCCC1=O)C(=O)NCC1OCCN1S(=O)(=O)c1ccc(Cl)cc1 (configuration not stated)
    1, 1, 10, 0, 3, 4, -0.2
- CCOc1ccc(C(=O)NCC(=O)N2CCCC2)cc1
    13, 0, 10, -1, -4, ?, nt
- CCCNC(=O)N(C)C[C@@H]1Oc2cc(C#C[C@@H](C)O)ccc2S(=O)(=O)N([C@@H](C)CO)C[C@@H]1C
    1, 1, 3, -5, -2, nt, 0.0
- CCN(C(=O)c1cc2c(=O)[nH]c3ccc(C)cc3c2s1)c1ccccc1F
    nt, nt, 16, -4, 1, 2, nt
- CCN(CCCc1ccccc1)CCCc1ccccc1
    -6, 3, 2, -5, -8, 1, 0.2
- C=CCc1ccc(OC(=O)NC2CCCCC2)c(OC)c1
    1, 0, 11, 0, -1, 1, -0.1
- C/C(=N\NC(=O)CCC(=O)N/N=C(\C)c1ccc(C)o1)c1ccc(C)o1
    4, -5, -1, 0, 0, 3, -0.1
- C[C@@H](O)C#Cc1ccc([C@@H]2[C@@H](CO)N3CCCCN(C(=O)c4cccc(F)c4)C[C@H]23)cc1
    -16, 3, 2, 8, -5, -4, 0.6
- CC1(C)CC(=O)C2=C(C1)N(c1cccnc1)C(N)=C(C#N)C2c1cccs1 (configuration not stated)
    nt, nt, -5, 2, -4, 8, nt
- O=C(Nc1ccc(F)cc1)N[C@@H]1CC[C@@H](CCNC(=O)c2ccccc2F)O[C@@H]1CO
    nt, nt, -3, -3, -45, 5, -0.6
- O=C(C[C@@H]1CC[C@H](NC(=O)c2cccnc2)[C@H](CO)O1)NCc1ccc(Cl)c(Cl)c1
    -9, -3, -3, 0, -13, -7, 0.1
- O=C(O)C1Cc2ccccc2CN1C(=O)COc1ccc(Br)cc1 (configuration not stated)
    nt, nt, -1, 2, 8, -6, 0.3
- COc1ccc2nc(NC(=O)CSc3nc(SC)ns3)sc2c1
    nt, nt, 7, -3, -6, 2, nt
- COc1cc(/C=C/C(=O)OCC(=O)Nc2c(C)n(C)n(-c3ccccc3)c2=O)cc(OC)c1OC
    3, -4, ?, 0, -1, 9, nt
- C[C@H]1CCCCO[C@@H](CN(C)Cc2ccc(C(F)(F)F)cc2)[C@@H](C)CN([C@@H](C)CO)C(=O)c2cc(NS(=O)(=O)c3ccc(F)cc3)ccc2O1
    nt, 1, -8, 20*, -19, -1, 0.0
